# Myeloid diff MLP = myeloid differentiation induction | calls only at 10 µM | ER-HoxA9 myeloid progenitors, lysozyme-GFP differentiation, flow cytometry | 360,000 tested, 1% active;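 active means normalized GFP-positive differentiation at or above the plate's own cutoff, the solvent-only control mean plus 3 SD; inconclusive means no clear call, values can overlap the other calls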;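 further: cells exposed to compound for four days before flow analysis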
# Myeloid diff MLP GFP+ MAC1+ % = further read-out of Myeloid diff MLP, marked with its call; GFP+ MAC1+ double positive, %; measured here: differentiation confirmed by MAC1 staining
# Starred values were filed as active, the others as inactive; i = inactive; ? = inconclusive; . = not tested or not shown; + = active, no number.
SMILES,Myeloid diff MLP,Myeloid diff MLP GFP+ MAC1+ %
CCCCCCCCN1C(=O)[C@H](CC(=O)NCCCOC)C[C@@]2(C(=O)OC)CCCCC=C12,i,0.2
O=C(Nc1ccc(Cl)cc1)C1Cc2c(-c3ccccc3Oc3ccccc3)ccnc2O1 (stereo not given),i,0.3
CC(=O)N1CCC(C(=O)Nc2ccc(S(=O)(=O)N3CCCC(C)C3)cc2)CC1 (stereo not given),i,0.5
COc1cc(OC)cc(C(=O)NCCCCNC(=O)c2cc(OC)cc(OC)c2)c1,i,0.5
[N-]=[N+]=CC(=O)C(O)(c1ccccc1)C(Cl)c1ccccc1 (stereo not given),i,0.5
COCCNc1nc(Nc2ccc(Cl)cc2F)c2sccc2n1,i,2.1
CCCNC(=O)C1(C)CCCN(C/C=C/c2ccccc2)C1 (stereo not given),i,1.1
C[C@@H]1CN([C@H](C)CO)C(=O)CCCn2nncc2CO[C@@H]1CN(C)C(=O)CCC(F)(F)F,i,0.7
COc1ccc(S(=O)(=O)N2C[C@@H](O)COC[C@@H]3O[C@H](CC(=O)NCCCN4CCOCC4)CC[C@H]32)cc1,i,1.2
O=[N+]([O-])c1ccc(CN2CC(N3CCCC3)CS2(=O)=O)cc1 (stereo not given),i,0.4
C[C@H]1CN([C@@H](C)CO)S(=O)(=O)c2ccc(-c3ccncc3)cc2O[C@H]1CN(C)C(=O)c1cccc(F)c1,i,0.6
COCCCNC(=O)C[C@H]1C[C@H](C(=O)N(C(C)C)C(C)C)[C@@]2(C)c3[nH]c4ccc(Cl)cc4c3CCN2C1=O,i,0.0
CCOC(=O)C1(C)CCN1C(=O)c1ccc(F)c(Cl)c1 (stereo not given),i,1.4
O=C(OCc1ccccc1)N1CCC2CC1c1cc(NCCc3ccccc3)ccc12 (stereo not given),i,0.3
Cc1ccc(C(c2nnnn2C2CCCC2)N2CCN(c3nc4ccccc4s3)CC2)cc1 (stereo not given),i,1.3
Cc1cc(C)n2nc(C(=O)OCC(=O)N(C)C3CCS(=O)(=O)C3)nc2n1 (stereo not given),i,0.3
COc1cccc(C2CC(OCCF)=CC(=O)O2)c1 (stereo not given),i,4.0
CCCCn1c(N)c(N(Cc2ccccc2OC)C(=O)C(C)Oc2ccc(Br)cc2)c(=O)[nH]c1=O (stereo not given),i,2.4
O=C(Nc1c(-c2ccc3c(c2)OCO3)[nH][nH]c1=O)c1cnccn1,i,1.1
CCOC(=O)[C@]12CCC=C1N(Cc1ccc(Cl)cc1Cl)C(=O)[C@H](CC(=O)N1CCOCC1)C2,i,0.5
C=CC[C@@H](CC(=O)NCCO)C(=O)N[C@@H](C)COC(=O)[C@H](CC=C)CC(=O)OC(C)(C)C,i,1.8
Cn1c(OCC2CCCO2)nc2cc(-c3ccccc3)sc2c1=O (stereo not given),i,0.8
COc1cc(OC)nc(Nc2nc(C(N)COCc3ccccc3)cs2)n1 (stereo not given),i,1.2
Cc1ccc(C)c(NC(=O)C2CCCC2)c1,i,0.6
COc1ccc(C(=O)Nc2ccccc2N2CCOCC2)cc1S(=O)(=O)N1CCCC1,i,0.4

# Quoted at random: 2 records from the list
SMILES,Myeloid diff MLP,Myeloid diff MLP GFP+ MAC1+ %
O=C(OCc1ccccc1)N1CCC2CC1c1cc(NCCc3ccccc3)ccc12 (stereo not given),i,0.3
CCOC(=O)[C@]12CCC=C1N(Cc1ccc(Cl)cc1Cl)C(=O)[C@H](CC(=O)N1CCOCC1)C2,i,0.5

# Structural class: those above containing an NH in an aromatic ring
SMILES,Myeloid diff MLP,Myeloid diff MLP GFP+ MAC1+ %
COCCCNC(=O)C[C@H]1C[C@H](C(=O)N(C(C)C)C(C)C)[C@@]2(C)c3[nH]c4ccc(Cl)cc4c3CCN2C1=O,i,0.0
CCCCn1c(N)c(N(Cc2ccccc2OC)C(=O)C(C)Oc2ccc(Br)cc2)c(=O)[nH]c1=O (stereo not given),i,2.4
O=C(Nc1c(-c2ccc3c(c2)OCO3)[nH][nH]c1=O)c1cnccn1,i,1.1

# 6 entries already listed, arranged by the value under Myeloid diff MLP GFP+ MAC1+ %, smallest number first.
mol	Myeloid diff MLP GFP+ MAC1+ %
CCCCCCCCN1C(=O)[C@H](CC(=O)NCCCOC)C[C@@]2(C(=O)OC)CCCCC=C12	0.2
COc1ccc(C(=O)Nc2ccccc2N2CCOCC2)cc1S(=O)(=O)N1CCCC1	0.4
C[C@H]1CN([C@@H](C)CO)S(=O)(=O)c2ccc(-c3ccncc3)cc2O[C@H]1CN(C)C(=O)c1cccc(F)c1	0.6
C[C@@H]1CN([C@H](C)CO)C(=O)CCCn2nncc2CO[C@@H]1CN(C)C(=O)CCC(F)(F)F	0.7
O=C(Nc1c(-c2ccc3c(c2)OCO3)[nH][nH]c1=O)c1cnccn1	1.1
CCOC(=O)C1(C)CCN1C(=O)c1ccc(F)c(Cl)c1 (stereo not given)	1.4

# New compounds follow:
SMILES,Myeloid diff MLP,Myeloid diff MLP GFP+ MAC1+ %
COc1ccc(CC(N)c2csc(NC(=O)NCCc3ccccc3)n2)cc1 (stereo not given),i,1.0
C[C@@H]1CN([C@@H](C)CO)C(=O)CCCn2cc(nn2)CO[C@H]1CN(C)S(=O)(=O)c1ccccc1C#N,i,0.6
CCOC(=O)CN(C(=O)COC(=O)C1=NNC(=O)CC1)c1ccc(F)cc1,i,1.1
COc1ccc(S(=O)(=O)N2CCOCC2)cc1NC(=O)CN(C)CC(=O)Nc1cccc(F)c1,i,1.1
COc1cccc(NC(=O)CN(C)C(=O)c2cccc(S(=O)(=O)N3c4ccccc4CC3C)c2)c1 (stereo not given),i,0.3
CC1(C(=O)NS(=O)(=O)c2ccc(C#N)cc2)CCN1C(=O)C1(c2ccccc2)CCCC1 (stereo not given),i,0.8
Nc1nc2c(ncn2[C@@H]2O[C@H](CNS(=O)(=O)C3CC3)[C@@H](O)[C@H]2O)c(=O)[nH]1,i,0.9
CCOc1ccc(CCN2C(=O)C(=O)N([C@@H](Cc3ccc(O)cc3)CN3CCC[C@H]3CN3C(=O)C(=O)NC[C@@H]3Cc3ccc(O)cc3)C[C@@H]2Cc2ccccc2)cc1,i,1.2
O=C(ON=C1CCSCC1)c1ccccc1,i,0.6
COc1ccc(S(=O)(=O)N2CCOCC2)cc1C(=O)Nc1cccc(C(=O)NC2CC2)c1,i,0.5
COc1cc(OC)cc(-c2c(-c3cccs3)c3cc(-c4ccc5[nH]ccc5c4)ccc3n2C)c1,i,0.9
COC(=O)N1CCCC(c2cc(C(=O)Nc3ccccc3Cl)no2)C1 (stereo not given),i,1.2
CCCNC(=O)c1cc(C2CCCN(S(=O)(=O)c3cccc4cccnc34)C2)on1 (stereo not given),i,1.8
CC(=O)Nc1ccc(Oc2nc(-c3cccnc3)nc3sc4c(c23)CCCC4)cc1,i,1.5
CCc1nc2ccc(C(=O)N(C)Cc3ccccc3)cn2c1N(CC)CCN(C)C,i,1.5
O=C(Nc1ccc2c(c1)OCCO2)C(CCc1ccccc1)N(Cc1ccccc1)Cc1ccccc1 (stereo not given),i,1.0
O=C(OCC(=O)N1CCOCC1)c1ccccc1OCc1ccccc1,i,0.3
COc1ccc(C(=O)NC[C@H]2O[C@@H](n3cnc4c(N)ncnc43)[C@H](O)[C@@H]2O)cc1OC,i,0.7
O=C(COC(=O)c1ccco1)NC1CCCc2ccccc21 (stereo not given),i,0.4
O=C(NCc1ccccc1F)c1cccc(S(=O)(=O)N2CCCCCC2)c1,i,0.6
C[C@@H](NS(=O)(=O)c1ccc(Br)cc1F)[C@@H](O)c1ccccc1,i,1.0
C=CCNc1ncnc2c1ncn2[C@H]1CN(C2CCCC2)C[C@@H](CO)O1,i,0.5
COc1ccc(OC)c(NC(=O)COC(=O)CCCN=C2NS(=O)(=O)c3ccccc32)c1,i,1.6
COc1cccc(C(=O)N2CCC[C@@H]2C(=O)N2CCC[C@H]2C(=O)NCc2ccncc2)c1,i,1.3
N#Cc1cccc(S(=O)(=O)NCc2nnc3ccccn23)c1,i,1.0

# The last 2 compounds of the section above open the next one.
SMILES,Myeloid diff MLP,Myeloid diff MLP GFP+ MAC1+ %
COc1cccc(C(=O)N2CCC[C@@H]2C(=O)N2CCC[C@H]2C(=O)NCc2ccncc2)c1,i,1.3
N#Cc1cccc(S(=O)(=O)NCc2nnc3ccccn23)c1,i,1.0
CC(C)(C)[C@@H]1COC(=O)[C@H](Cc2ccc(F)cc2)C/C=C\C[C@@H](CC(=O)N(CCO)Cc2ccccc2)C(=O)N1,i,1.0
COC(=O)C1=C(C(=O)OC)[C@]2([C@H]3CCCCN[C@@H](Cc4ccccc4)C(=O)N3Cc3ccccc3)C=C[C@H]1O2,i,1.9
CCC(CC)CN1CCC(CN2C(=S)NC[C@@H]2[C@@H](C)CC)CC1,i,2.3
COc1ccc(CCC(=O)Nc2ccc(S(=O)(=O)N3CCCC3)cc2)cc1OC,i,1.0
COc1cccc(NC(=O)CN(C)C(=O)c2cc(-c3ccccc3)nc3ccc(C)cc23)c1,i,0.2
Cc1cc(NC(=O)CN2C(=O)NC3(CCCCC3)C2=O)ccc1N1CCCC1,i,0.3
COc1ccc(C(=O)N2CCCCC2c2cc(C(=O)Nc3ccc(OC)cc3C)no2)cc1 (stereo not given),i,0.6
CCN(C(=O)COC(=O)c1ccccc1O)c1nc2ccccc2s1,i,1.3
CCCCC(=O)N(C)c1c(CC)nc2c(OCCOc3ccccc3)cccn12,i,0.2
Cn1c(=O)c2c(nc(CN3CCOCC3)n2Cc2ccccc2)n(C)c1=O,i,0.7
COCCN(CC(=O)Nc1cccc(C)c1C)C(=O)C1(c2ccc(Cl)cc2)CCC1,i,0.8
Cc1cc(C)cc(Cn2cc(CN3CC(N4CCN(CCN(C)C)CC4)CS3(=O)=O)nn2)c1 (stereo not given),i,0.6
CCOC(=O)[C@]12CCC=C1N(Cc1ccccc1)C(=O)[C@H](CC(=O)NCc1cccc3ccccc13)C2,i,1.0
CCN(CC(=O)Nc1c(F)cccc1F)C(=O)Cc1ccc(S(=O)(=O)N2CCOCC2)s1,i,1.4
Cc1cnc(-c2nc3ccccc3n2C(C(=O)Nc2c(C)cccc2C)C2CC2)cn1 (stereo not given),i,1.9
CCCC(=O)N(Cc1cc2cc(OC)ccc2[nH]c1=O)c1ccccc1OC,i,1.1
COc1ccccc1NC(=O)COC(=O)c1ccc(S(=O)(=O)N2CCCCCC2)cc1,i,1.0
COc1ccc(OC)c(/C=N/n2c(C)nc3ccccc3c2=O)c1,i,0.8
COc1ccc(CCC2(C)NC(=O)N(C(C)C(=O)N3c4ccccc4CC3C)C2=O)cc1 (stereo not given),i,1.1
COc1ccc(-c2ccc3c(c2)[C@@H]2C[C@H](N(C)C(=O)Nc4ccccc4)[C@H]([C@H](C)O)C(=O)N2CC3)cc1,i,0.4
COc1ccc(-c2cc(C(=O)OCC(=O)N3CCOCC3)c3ccccc3n2)cc1,i,0.4
COc1ccc(NC(=O)c2ccc3c(c2)OCO3)cc1S(=O)(=O)N1CCOCC1,i,0.7
Cn1nc(C(=O)OCC(=O)Nc2ccccc2[N+](=O)[O-])c2ccccc2c1=O,i,1.0
CN1C=Nc2c(ncn2C2CCC(CO)O2)C1O (stereo not given),i,0.9
CC(=O)Nc1ccc2ccccc2c1[N+](=O)[O-],i,0.7
# More structures
SMILES,Myeloid diff MLP,Myeloid diff MLP GFP+ MAC1+ %
Cc1ccc(C2=CC(=O)C[C@H](c3ccc4c(c3)OCO4)C2)cc1,i,1.5
O=C(CSc1cccc[n+]1[O-])Nc1ccc(Cl)cc1F,i,1.7
CC(C)c1ccc(NC(=O)Nc2nnc([C@@H]3C[C@H](O)[C@@H](CO)O3)s2)cc1,i,0.9
Cc1cccc(C)c1-n1nnnc1C1c2ccccc2C(=O)N1CCCN1CCOCC1 (stereo not given),i,1.2
Cc1cnc(C(=O)N(c2ccc(N3CCOCC3)cc2)C2C(=O)Nc3ccccc3N=C2c2ccc3c(c2)OCO3)cn1 (stereo not given),i,1.2
Cc1nc2ccc(NC(=O)C3(C)CCCN(C(C)C)C3)cc2o1 (stereo not given),i,1.1
Cc1ccc(CN2C(=O)C(C)Sc3ccc(C#N)cc32)cc1 (stereo not given),i,0.4
O=C(CCc1ccccc1Cl)Nc1cc(S(=O)(=O)N2CCOCC2)ccc1N1CCCC1,i,0.4
NC(=O)c1cccc(-c2csc(C(O)c3cccc(Cl)c3)n2)c1 (stereo not given),i,1.0
CC(C)(C)NCCC(O)c1cc(C(F)(F)F)nc2c(C(F)(F)F)cccc12 (stereo not given),i,2.7
O=C(CN1CCCc2ccccc21)Nc1cccc(S(=O)(=O)N2CCCC2)c1,i,1.6
CCCN=C1N(C)C[C@@H]2[C@@H]3C(=O)N(C)C(=O)[C@@H]3[C@](Cc3ccccc3)(C(=O)OC)N12,i,0.6
Cc1ncc([N+](=O)[O-])n1S(=O)(=O)c1ccc2c(c1)OCCO2,i,0.3
O=C(NC1CCC(Oc2ccc(C(=O)O)cc2)CC1)NC12CC3CC(CC(C3)C1)C2 (stereo not given),i,2.2
O=C(Nc1cc(S(=O)(=O)N2CCOCC2)ccc1N1CCCCC1)c1ccccc1Br,?,.
CC1CCCC(NC(=O)c2cccs2)C1C (stereo not given),i,0.6
CNc1ccc(C=C2C=Cc3ccccc32)cc1,i,1.0
O=C(c1cccc(S(=O)(=O)NCc2ccccc2)c1)N1CCN(c2ccccc2)CC1,+,1.1*
Cc1ccc(S(=O)(=O)N2C[C@H]3C(=O)C[C@@H](c4ccccc4)N(S(=O)(=O)c4ccccc4[N+](=O)[O-])[C@H]3C[C@H]2c2ccccc2)cc1,+,4.5*
O=C(O)C1(Nc2ccccc2)CCCC1,i,0.6
CCOC(=O)C1=CN2CCCC[C@@H]2CC1=O,i,1.2
CCCCCCCCN1C(=O)[C@H](CC(=O)NCCCN2CCCC2=O)C[C@@]2(C(=O)OCC)CCCC=C12,i,0.1
CCNC(=O)C1CCCN(C(=O)c2ccc3snnc3c2)CC1 (stereo not given),i,0.6
O=S1(=O)CC(N2CCCC2)CN1Cc1cn(Cc2ccc(Cl)cc2)nn1 (stereo not given),i,0.9
COC(=O)[C@@]12C[C@@H](CC(=O)N3CCCCC3)C(=O)N(Cc3ccc4c(c3)OCO4)C1=CCC(C)(C)C2,i,1.1
CC1CCCCC12NC(=O)N(CC(=O)NCc1ccccc1)C2=O (stereo not given),i,1.2
O=C(Nc1ccc(Oc2ccccc2)cc1)c1csc([C@H]2C[C@H](O)[C@@H](CO)O2)n1,i,2.4

# A portion of the library (hit frequency here may not be typical).
